Bioassay records (PubChem BioAssay)
MITF inh = inhibitors of human MITF; 650,000 tested, 0.91% active; inhibition, % at 2.6 µM; AID 1259374; AlphaScreen MITF homodimerization, bead proximity signal; in the data active = inhibition above about 50%;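 note: 0% = vehicle wells with protein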
Target sequence (O75030 whole entry, looked up): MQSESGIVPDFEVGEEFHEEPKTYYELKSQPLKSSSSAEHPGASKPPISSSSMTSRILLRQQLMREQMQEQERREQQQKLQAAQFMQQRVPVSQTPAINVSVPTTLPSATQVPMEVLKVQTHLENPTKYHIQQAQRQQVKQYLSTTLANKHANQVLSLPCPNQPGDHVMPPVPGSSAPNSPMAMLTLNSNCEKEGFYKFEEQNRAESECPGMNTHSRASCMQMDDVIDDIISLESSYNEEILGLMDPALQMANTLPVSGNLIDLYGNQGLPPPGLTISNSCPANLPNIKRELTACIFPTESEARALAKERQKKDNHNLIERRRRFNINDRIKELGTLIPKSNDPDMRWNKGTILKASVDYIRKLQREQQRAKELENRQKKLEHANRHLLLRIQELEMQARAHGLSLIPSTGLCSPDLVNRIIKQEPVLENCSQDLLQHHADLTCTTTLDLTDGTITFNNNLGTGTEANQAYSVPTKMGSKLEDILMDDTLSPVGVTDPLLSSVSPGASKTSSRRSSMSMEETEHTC
TEAD-YAP block = TEAD-YAP interaction inhibition | HEK-TIYL cells, TEAD-Gal4/YAP UAS-luciferase luminescence | inhibition, % at 9.12 µM | 640,000 tested, 1.4% active; in the data active = inhibition above about 32%;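 note: 0% = median of test compound wells and 100% = reference inhibitor wells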
FBW7 activator = activators of human E3 ligase FBW7; 650,000 tested, 0.13% active; Q969H0; AlphaScreen FBW7–phospho-cyclin E peptide binding, activator screen; normalized activity (activation), % at 26.1 µM; in the data active = normalized activity above about 1.9%;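 note: purified mutant Fbw7 with reduced substrate affinity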
GPR151 activ = activates the human receptor GPR151. 650,000 tested, 1% active. AID 1508602. PathHunter beta-arrestin GPR151 cells, luminescence. activation, % at 11.2 µM. Q8TDV0; in the data active = activation above about 4.9%;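 note: 0% = median of compound wells and 100% = cells with positive control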
Target sequence (Q8TDV0 whole entry, looked up): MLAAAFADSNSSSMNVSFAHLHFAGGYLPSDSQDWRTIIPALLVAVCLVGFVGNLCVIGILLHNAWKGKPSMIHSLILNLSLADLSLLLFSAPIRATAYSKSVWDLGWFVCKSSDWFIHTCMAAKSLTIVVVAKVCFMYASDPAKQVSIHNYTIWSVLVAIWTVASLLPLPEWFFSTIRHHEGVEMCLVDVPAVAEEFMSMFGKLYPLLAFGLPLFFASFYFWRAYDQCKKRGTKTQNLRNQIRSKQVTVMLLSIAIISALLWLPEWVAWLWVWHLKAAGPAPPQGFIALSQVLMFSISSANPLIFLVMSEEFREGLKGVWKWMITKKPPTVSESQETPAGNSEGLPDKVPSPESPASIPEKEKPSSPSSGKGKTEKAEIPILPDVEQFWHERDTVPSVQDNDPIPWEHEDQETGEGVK
Starred values were filed as active, the others as inactive.

entry	SMILES	MITF inh	TEAD-YAP block	FBW7 activator	GPR151 activ
1	O=C(NC1CCCCC1)C(c1ccccn1)N(C(=O)c1csnn1)C1CCCCC1 (stereo unspecified)	6	10	0.0	0.0
2	O=[N+]([O-])c1ccccc1S(=O)(=O)NCCc1ccc(F)cc1	6	-2	0.0	-0.9
3	CCc1ccccc1NCC(O)Cn1c2ccccc2c2ccccc21 (stereo unspecified)	-2	-1	0.0	-0.7
4	COC(=O)c1sc(N)c(C(=O)OC)c1Cn1ncc(Cl)c(Cl)c1=O	11	-2	-0.1	0.3
5	CCN(CC)C(=O)CSc1nnc(COc2ccc(C)cc2)n1N	-10	-5	0.1	0.2
6	O=C(NC1CCCc2ccccc21)c1cccn2c(=O)c3ccccc3nc12 (stereo unspecified)	-17	-4	1.1	-0.8
7	CNC(=O)CCC(=O)Nc1ccccc1Br	8	6	0.6	-0.7
8	C=C(C)CN1C(=O)NC(CC)(C2CCN(Cc3cn[nH]c3-c3ccc(F)cc3)CC2)C1=O (stereo unspecified)	9	13	0.0	1.3
9	CN(C)CC(C)(C)CNCC(=O)Nc1ccc(F)c(F)c1F	70*	1	0.1	-0.4
10	Cc1ccc(C2=NS(=O)(=O)N(C)C(C(=O)Nc3ccc(F)cc3F)=C2)cc1	0	-1	-0.2	11*
11	COC(=O)c1ccc2c(=O)[nH]c(CSc3nc(C)nc4sc(C)c(C)c34)nc2c1	1	-4	0.1	0.3
12	Cc1sc(NC(=O)c2csc3ccccc23)c(C#N)c1C	14	7	0.3	3.0
13	O=C(Nc1ccc2nn(-c3ccccc3)nc2c1)C(c1ccccc1)c1ccccc1	-1	3	0.0	1.0
14	COc1ccc(CN=CC2=C(O)c3ccccc3C2=O)cc1	13	-29	0.0	0.5
15	CN(C)c1ccc(C2C(C#N)=C(N)OC3=C2C(=O)CC(c2ccccc2)C3)cc1 (stereo unspecified)	-3	-17	-0.3	-0.1
16	O=C(OCCN1C(=O)c2cccc3c(N4CCCCC4)ccc(c23)C1=O)c1ccccc1[N+](=O)[O-]	-2	3	0.0	1.0
17	O=C(NCc1ccncc1)C(F)(F)C(F)(F)C(=O)NCc1ccncc1	-2	1	0.3	2.3
18	Cc1ccccc1C(=O)Nc1c2c(nn1-c1cccc(Cl)c1)CS(=O)(=O)C2	-1	-6	0.1	2.2
19	CCOC(=O)C1=C(C)N=c2s/c(=C\c3c[nH]c4ccccc34)c(=O)n2C1c1ccc(N(C)C)cc1 (stereo unspecified)	-4	-1	-0.1	0.0
20	O=[N+]([O-])c1cccc(S(=O)(=O)Nc2ccc(O)c3ccccc23)c1	10	-1	0.1	0.7
21	COCC(C)NC(=O)C1CCN(Cc2ccc(C(C)C)cc2)CC1 (stereo unspecified)	39	4	0.5	-0.8
22	COc1ccccc1N1CCN(CCCNC(=O)Nc2ccccc2C)CC1	-23	-7	0.0	-1.0
23	CCC(=O)Nc1cccc(NC(=O)c2ccccc2Br)c1	0	7	0.2	0.1
24	O=C(O)CC(NC(=O)Cc1cccc2ccccc12)c1ccc(Cl)cc1 (stereo unspecified)	-5	8	-0.1	-1.8
25	CC(C)c1ccc(OCC(O)CN2CCCC2)cc1 (stereo unspecified)	-4	8	-0.1	0.4
26	CCc1nnc(NC(=O)C2CCCN(c3nc4ccccc4s3)C2)s1 (stereo unspecified)	-14	-10	-0.2	1.5
27	CCCCCCSc1nc2sc3c(c2c(=O)n1-c1ccc(C)cc1)CCC3	1	9	-0.1	1.9
28	O=C1CCC(NS(=O)(=O)c2ccc(Cl)cc2)C(=O)N1 (stereo unspecified)	0	-1	0.1	1.1
29	O=C(NCCCc1ccccc1)C1CCCN1c1nnc(N2CCCC2=O)s1 (stereo unspecified)	1	3	0.1	3.0
30	COC(=O)c1ccccc1NC(=O)n1ncc2c(C)cccc21	3	-24	0.0	-1.5

Just TEAD-YAP block, for some of the entries so far:
no.	Molecule	TEAD-YAP block
19	CCOC(=O)C1=C(C)N=c2s/c(=C\c3c[nH]c4ccccc34)c(=O)n2C1c1ccc(N(C)C)cc1 (stereo unspecified)	-1
20	O=[N+]([O-])c1cccc(S(=O)(=O)Nc2ccc(O)c3ccccc23)c1	-1
21	COCC(C)NC(=O)C1CCN(Cc2ccc(C(C)C)cc2)CC1 (stereo unspecified)	4
22	COc1ccccc1N1CCN(CCCNC(=O)Nc2ccccc2C)CC1	-7
23	CCC(=O)Nc1cccc(NC(=O)c2ccccc2Br)c1	7
24	O=C(O)CC(NC(=O)Cc1cccc2ccccc12)c1ccc(Cl)cc1 (stereo unspecified)	8
25	CC(C)c1ccc(OCC(O)CN2CCCC2)cc1 (stereo unspecified)	8

Molecules shown so far that contain a nitro group on carbon (3):
entry	SMILES	MITF inh	TEAD-YAP block	FBW7 activator	GPR151 activ
2	O=[N+]([O-])c1ccccc1S(=O)(=O)NCCc1ccc(F)cc1	6	-2	0.0	-0.9
16	O=C(OCCN1C(=O)c2cccc3c(N4CCCCC4)ccc(c23)C1=O)c1ccccc1[N+](=O)[O-]	-2	3	0.0	1.0
20	O=[N+]([O-])c1cccc(S(=O)(=O)Nc2ccc(O)c3ccccc23)c1	10	-1	0.1	0.7

Among those listed so far, 2 have a cyano group:
entry	SMILES	MITF inh	TEAD-YAP block	FBW7 activator	GPR151 activ
12	Cc1sc(NC(=O)c2csc3ccccc23)c(C#N)c1C	14	7	0.3	3.0
15	CN(C)c1ccc(C2C(C#N)=C(N)OC3=C2C(=O)CC(c2ccccc2)C3)cc1 (stereo unspecified)	-3	-17	-0.3	-0.1

Next results follow.
entry	SMILES	MITF inh	TEAD-YAP block	FBW7 activator	GPR151 activ
31	CC(NS(=O)(=O)c1cccc(Cl)c1)C(=O)O (stereo unspecified)	14	-1	0.0	0.2
32	Cc1cc(C)n(CCOc2nonc2NCn2nc(C)cc2C)n1	2	-7	0.0	-0.5
33	Nc1nnc(SC2c3cccc4cccc(c34)C2NS(=O)(=O)c2ccccc2)s1 (stereo unspecified)	3	6	-0.3	-0.7
34	CCCCN(C)CCCN(Cc1cccs1)C(=S)Nc1ccc(C(=O)OCC)cc1	9	-17	-0.1	0.1
35	COCCNC(=O)CSc1ccsc1[N+](=O)[O-]	-3	0	-0.1	0.4
36	Cc1cc(N2C(=O)CC(Sc3ccccc3C(=O)O)C2=O)ccc1Cl (stereo unspecified)	-5	1	-0.1	-0.5
37	O=C1c2ccccc2C(=O)N1c1ccc(S(=O)(=O)Nc2cccc([N+](=O)[O-])c2)cc1	9	10	-0.1	1.9
38	CN1CCN(C(=S)c2ccc(Br)cc2)CC1	-14	2	-0.1	2.1
39	COc1ccc2c(c1)N(C(=O)Nc1ccc(Cl)c(Cl)c1)C(C)(C)C=C2C	1	-7	0.0	0.0
40	Fc1cccc(F)c1C=Nc1ccccc1N1CCOCC1	0	6	-0.1	-0.3
41	C#CC1(O)CCSC(C)(C)C1 (stereo unspecified)	-1	-3	-0.1	-1.0
42	CS(=O)(=O)N1CCC(c2nc3ccccc3[nH]2)CC1	-7	4	-0.1	4.4
43	CC1=CC(C)(C)N(C(=O)Nc2ccc(Cl)c(Cl)c2)c2ccc(C)cc21	-8	-5	-0.1	0.2
44	CCNC(=S)C1COc2ccccc2O1 (stereo unspecified)	16	-27	1.2	-0.4
45	Cc1ccc([N+](=O)[O-])cc1S(=O)(=O)Nc1ccc(O)c2ccccc12	-1	2	-1.0	-1.0
46	CCOC(=O)c1sc(NC(=O)/C(N=Nc2ccccc2C)=C(\C)O)nc1C	5	4	-0.1	0.3
47	COc1cc2nc(-c3ccc(C(=O)NC4CC4)cc3)nc(Nc3ccc(Oc4ccccc4)cc3)c2cc1OC	-7	35*	3.7*	1.3
48	O=C(Nc1ccc(F)c(Cl)c1)c1nn2c(c1Br)NC(c1cccs1)CC2C(F)(F)F (stereo unspecified)	16	-13	-0.1	2.6
49	CCCNC(=S)Nc1cccc(F)c1	-16	-2	0.0	-0.6
50	O=C(N/N=C\c1ccc([N+](=O)[O-])s1)c1cncc(Br)c1	10	65*	-0.4	-0.6
51	COc1cccc(CN2CCN(Cc3cc(OC)cc(OC)c3)C(CCO)C2)c1 (stereo unspecified)	12	-3	0.1	-1.7
52	CCOC(=O)c1ccccc1NC(=O)c1ccc(NC(C)=O)cc1	13	2	0.1	-0.2
53	COc1cccc(/C=N/NC(=S)Nc2cccnc2)c1	0	-23	-0.1	2.2
54	COc1cccc(NC(=O)C2C(=O)CN(c3ccccc3)C2=O)c1 (stereo unspecified)	-6	-10	0.1	-0.4
55	Cc1ccc(/C=C(/C#N)C(=O)Nc2ccc(Cl)cc2[N+](=O)[O-])o1	-17	-5	-0.1	1.3
56	COc1ccc(C(=O)Nn2c(SCC(=O)NCc3ccco3)nc3ccccc3c2=O)cc1	-10	75*	0.1	-0.4
57	O=C(Nc1ncnc2c1CCC2)c1ccc2c(c1)OCO2	-16	-11	-0.1	-3.8
58	Cc1ccc(C(=O)c2cccc(C(=O)c3ccc(C)cc3)c2)cc1	3	-5	0.2	2.1
59	Cc1cc(NCCN(C(C)C)C(C)C)nc(NC2CCC(O)CC2)n1 (stereo unspecified)	-9	-7	0.0	-0.2
60	CC1=NNC(=O)C1C(c1ccc(C)cc1)C(C#N)C#N (stereo unspecified)	-1	0	-0.2	-0.4

Other entries:
entry	SMILES	MITF inh	TEAD-YAP block	FBW7 activator	GPR151 activ
61	CSc1c(CC(=O)Nc2ccc(C)cc2)n(C)c2ccccc12	6	-2	-0.1	0.5
62	Cc1cc(=O)[nH]c(SCC(=O)N2CC3(C)CC2CC(C)(C)C3)n1 (stereo unspecified)	1	8	0.5	0.6
63	O=C1CC(c2ccccc2[N+](=O)[O-])c2ccc3c(O)cccc3c2N1 (stereo unspecified)	-4	6	0.1	5.3*
64	Cc1ccc(Cn2c(C(=O)O)cc3oc(C)cc32)cc1	11	2	0.2	1.0
65	COC(=O)c1ccc2c(c1)sc1nc(-c3ccccc3)cn12	-1	65*	-0.4	-5.8
66	Cc1nc2sc(C(=O)c3ccc(Cl)cc3)c(N)c2c(-c2cccs2)c1C(=O)Nc1ccccc1	19	-4	0.3	-1.5
67	O=S(=O)(c1ccc(-c2cn3cc(Cl)ccc3n2)cc1)N1CCOCC1	2	-14	-0.1	0.9
68	COc1ccc(Br)cc1S(=O)(=O)n1ccnc1C(C)C	-12	2	0.5	1.8
69	O=C(c1cnc2ccccn2c1=O)N1CCc2c([nH]c3ccccc23)C1c1ccccn1 (stereo unspecified)	-3	-1	0.0	0.8
70	CCOC(=O)C1=C(C)NC2=C(C(=O)C(C(=O)OCC)C(c3ccc(OC)cc3)C2)C1c1ccc(OC)c(OC)c1 (stereo unspecified)	-5	-4	-0.1	-0.1
71	Cc1ccc(Nc2cc(NCc3ccccc3)c3noc4c3c2C(=O)c2ccccc2-4)cc1	33	15	-0.2	0.5
72	COC(=O)C1=C(O)/C(=C\c2cc(C)n(-c3ccc(C)c(Cl)c3)c2C)N=C1C	19	0	0.0	-0.8
73	C/C(=N/NC(=O)CNC(=O)c1ccccc1F)c1cccc(O)c1	6	-7	0.0	1.1
74	CCOC(=O)CSc1nc2sc3c(c2c(=O)n1-c1ccc(C)cc1)CCCC3	1	-4	0.0	-0.8
75	Cc1ccc(C)c(NS(=O)(=O)c2ccc3oc(=O)ccc3c2)c1	5	3	0.0	3.6
76	CCOc1ccc(C2C(C(=O)NC)=C(C)Nc3nc4ccccc4n32)cc1OC (stereo unspecified)	-5	-6	0.2	0.7
77	Cc1cccc(C(=O)Nc2scc(CC(C)C)c2C(=O)O)c1	-1	-1	0.0	0.2
78	CC(C)(C)C1(C)OC2COCCOCCOCCOCC2O1 (stereo unspecified)	9	4	0.1	0.8
79	CCCN1CCN(C(=O)C2CCN(C(=O)c3cc4sccc4n3C)CC2)CC1	-2	-3	-0.1	-0.7
80	CC(C)C(=O)N1CCc2c(nc(N3CCCC3)[nH]c2=O)C1	24	6	1.2	-1.1
81	c1ccc(Nc2nc(NC3CC3)c3[nH]cnc3n2)nc1	6	-5	0.0	2.5
82	CC(C)CCNC(=O)C(=O)Nc1nc(C23CC4CC(CC(C4)C2)C3)cs1	-6	-8	-0.2	0.4
83	CC(=O)OCCN1C(=O)c2cccc3c(Br)ccc(c23)C1=O	7	3	0.4	4.1
84	COC(=O)Cc1c(C)c2cc(Cl)c(OC(C)=O)cc2oc1=O	12	-2	1.0	-1.0
85	CCOC(=O)c1c(NC(=O)CSc2nnc(CNC(=O)c3ccco3)n2Cc2ccccc2)sc2c1CCCCC2	-16	-5	0.2	-0.9
86	CC(C)COc1ccc(N2CCn3c2nc2c3c(=O)n(C)c(=O)n2C)cc1	-7	4	-0.1	-0.7
87	Cc1c(NC(=O)c2cc(-c3ccc(Cl)c(Cl)c3)on2)c(=O)n(-c2ccccc2)n1C	-10	1	0.0	8.5*
88	CC(=O)c1cccc(-c2ncc(C)c(NCCO)n2)c1	1	4	-0.1	-0.6
89	Cc1nn(CC(=O)NCc2ccccc2Cl)c(C)c1[N+](=O)[O-]	11	-10	0.8	-0.9
90	CN(/C(=N\S(=O)(=O)c1ccccc1)c1ccccc1)c1cccc([N+](=O)[O-])c1	7	0	0.4	0.6
91	CCOc1cc(C(=O)N2CCOCC2)cc(OCC)c1OCC	-1	12	-1.3	0.3
92	COc1ccc(OC)c(N(C)S(=O)(=O)c2ccc3c(c2)NC(=O)CC(=O)N3)c1	5	14	-0.2	0.6
